Screening data as filed in PubChem.
RGS4 inhibitor: blocks human RGS4-accelerated GTP hydrolysis. P49798. Transcreener GDP fluorescence polarization, RGS4-accelerated GTP hydrolysis. Potency, µM (highest dose often 114 µM), inactives show top-dose activity change, negative = inhibition, hits mostly inhibitors. 390,000 tested, 0.039% active; note: % is set by controls: 0 for no effect and ±100 for the full control effect; nearly all actives have a fitted effect of over 75% in size; some results filed as inactive show a strong effect at the top dose
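MLSMR compounds (23 nl, pin-transferred) preincubated 10 min at room temperature with a 500nM (2x) first reagent, then RGS4 at 900nM (2x) plus Transcreener GDP mix added; fluorescence polarization (620/688 nm) read before and after 90 min at 30 °C.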
Pin1 inh: human Pin1 inhibition; Potency, µM (doses to about 115 µM), without a hit: top-dose activity, negative = inhibition, actives largely listed as inhibitors; Q13526; 390,000 tested, 0.009% active; Pin1 FP peptide displacement, HiFluor488, 10 min; active = well fitted inhibition curve with a large enough effect in the polarisation, with a control signal flat, not every such curve was filed as active; inconclusive = small, poorly fitted or top-dose-only effect, or effect the other way, or a change in a side signal; inactive = no such curve, though single readings can be large or run the other way; the % refers to the polarisation; note: % is set by controls: 0 for no effect and ±100 for the full control effect
Target sequence (Q13526 whole entry, looked up): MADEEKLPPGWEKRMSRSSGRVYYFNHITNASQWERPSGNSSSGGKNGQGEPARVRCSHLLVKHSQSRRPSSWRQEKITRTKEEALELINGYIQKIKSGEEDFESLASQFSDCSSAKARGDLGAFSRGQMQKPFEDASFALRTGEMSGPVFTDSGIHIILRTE
rTrxR1 inhibitor: inhibitors of rat thioredoxin reductase 1; 390,000 tested, 1% active; recombinant rTrxR1, NADPH fluorescence consumption, selenite substrate; Potency, µM (series often up to 114 µM), without a hit: at the top dose activity change, negative = inhibition, hits mostly inhibitors; O89049; note: % is set by controls: 0 for no effect and ±100 for the full control effect; nearly all actives have a fitted effect of over 65% in size
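Rat TrxR1 (90 nM in the dispensed reagent) was pre-reduced with 400 uM NADPH for 5 min at room temperature, then incubated with compound for 15 min. After 400 uM selenite was added, NADPH fluorescence (Ex 340/Em 450 nm) was followed for 8 min.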
12-LOX inh: inhibitors of human 12S-lipoxygenase ALOX12 | P18054 | purified 12hLO, xylenol orange hydroperoxide absorbance | Potency, µM (titrated, usually from 108 µM), without a hit: at the highest dose activity change, negative = inhibition, usual class: inhibitors | 580,000 tested, 1.1% active; note: % is set by controls: 0 for no effect and ±100 for the full control effect
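Hydroperoxide product was detected by ferrous iron/xylenol orange as the 573 to 405 nm absorbance ratio. Arachidonic acid at 40 uM (final) was turned over for 30 min at room temperature by 150 nM human 12hLO, pH 7.0 Hepes buffer, after 15 min compound preincubation.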
ERG-DNA inh: ERG Ets/DNA interaction inhibition | P11308 | fluorescence polarization, His-ERG Ets domain / labelled DNA | Potency, µM (doses to about 76.9 µM), without a hit: at the highest dose FP activity, negative = inhibition, actives largely listed as inhibitors | 370,000 tested, 0.028% active; active = well fitted inhibition curve with a large enough effect in the polarisation, with a control signal flat; inconclusive = small, poorly fitted or top-dose-only effect, or effect the other way, or a change in a side signal; inactive = no such curve, though single readings can be large or run the other way; the % refers to the polarisation;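 note: polarization taken with two DNA probes labelled with fluorescein and Texas red; % of control where 0% means no effect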
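His-tagged ERG Ets domain (1 uM in the protein solution; 300mM KCl, 50mM Tris-HCl, 1mM EDTA, 1mM DTT, pH 7.5) received compound, then a probe mix of 5 nM fluorescein-DNA and 100nM Texas-615-DNA. Fluorescence polarization was read for both dyes.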
GLS inhibitor: glutaminase GLS (human) inhibition. O94925. GLS enzymatic activity, qHTS titration. Potency, µM (series often up to 45.5 µM), for inactives: at the highest dose activity change, negative = inhibition, actives largely listed as inhibitors. 410,000 tested, 0.21% active. AID 624170; note: % is set by controls: 0 for no effect and ±100 for the full control effect
Target sequence (O94925 whole entry, looked up): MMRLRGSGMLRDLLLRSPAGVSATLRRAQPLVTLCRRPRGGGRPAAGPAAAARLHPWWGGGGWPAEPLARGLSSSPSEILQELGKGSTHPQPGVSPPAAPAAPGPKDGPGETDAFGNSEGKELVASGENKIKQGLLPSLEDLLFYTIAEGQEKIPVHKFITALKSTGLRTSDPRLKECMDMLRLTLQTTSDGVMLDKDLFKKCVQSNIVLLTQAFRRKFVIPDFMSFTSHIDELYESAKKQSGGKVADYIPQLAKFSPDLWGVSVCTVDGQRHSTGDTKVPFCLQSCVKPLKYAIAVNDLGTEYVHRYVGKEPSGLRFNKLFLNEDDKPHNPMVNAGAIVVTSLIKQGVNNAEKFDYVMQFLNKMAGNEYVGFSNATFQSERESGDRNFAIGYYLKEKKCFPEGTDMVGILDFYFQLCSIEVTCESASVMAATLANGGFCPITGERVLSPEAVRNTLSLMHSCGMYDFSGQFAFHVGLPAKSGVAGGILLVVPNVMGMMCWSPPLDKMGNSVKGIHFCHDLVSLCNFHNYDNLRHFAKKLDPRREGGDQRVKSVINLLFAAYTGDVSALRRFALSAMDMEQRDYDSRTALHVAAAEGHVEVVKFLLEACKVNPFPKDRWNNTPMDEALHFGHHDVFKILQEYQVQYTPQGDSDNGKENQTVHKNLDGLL
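hKGA; 45 mM KH2PO4 pH 8.2 + 0.02% Tween-20; cpd via pin tool; 1 mM Gln soln; GluOx/HRP/Amplex Red; RT 30 min; fluor. t0 & final.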
Tb PGK inh: inhibitors of T. brucei phosphoglycerate kinase | P07378 | PGK/GAPDH coupled, Kinase-Glo luminescence, 60 min | Potency, µM (doses to about 57.5 µM), inactives show at the top dose activity change, negative = inhibition, hits mostly inhibitors | 380,000 tested, 0.043% active | AID 602233; note: % is set by controls: 0 for no effect and ±100 for the full control effect; nearly all actives have a fitted effect of over 60% in size
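Luminescent ATP detection (Kinase-Glo Plus) follows a 60-minute room-temperature incubation, with wells lacking PGK as controls. Buffer: 100 mM TEA (pH 7.6), 5 mM MgCl2, 0.01% Tween-20. Coupling enzyme GAPDH (100 nM final) supplies unstable 1,3-BPG in-well.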
HP1b chromo inh: blocks HP1-beta chromodomain binding to methylated histone tails; P83916; AlphaScreen HP1-beta / biotin-H3K9me3 peptide binding; Potency, µM (series often up to 114 µM), for the others: at the highest dose activity change, negative = inhibition, hits mostly inhibitors; 390,000 tested, 0.56% active; AID 540317; note: nearly all actives have a fitted effect of over 70% in size; inactives centre near 23
Target sequence (P83916 whole entry, looked up): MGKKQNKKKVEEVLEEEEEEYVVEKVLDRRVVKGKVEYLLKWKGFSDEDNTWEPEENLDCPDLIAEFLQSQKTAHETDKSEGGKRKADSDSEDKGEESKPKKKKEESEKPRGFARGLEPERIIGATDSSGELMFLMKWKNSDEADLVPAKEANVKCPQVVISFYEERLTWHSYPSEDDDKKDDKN
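AlphaScreen: HP1-beta (50 nM) preformed 30 min with biotin-H3(1-18)K9me3 peptide (50 nM) in PBS pH 7.4, 0.01% Tween-20. Compound added for 30 min at RT, then streptavidin donor/nickel chelate acceptor beads (10 ug/mL) for 30 min.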
JMJD2A Tudor: inhibitors of human JMJD2A Tudor domain; O75164; AlphaScreen JMJD2A-Tudor / H3K4me3 peptide binding; Potency, µM (top dose mostly 114 µM), inactives show top-dose activity change, negative = inhibition, actives largely listed as inhibitors; 390,000 tested, 4.4% active; AID 504339; note: % is set by controls: 0 for no effect and ±100 for the full control effect; nearly all actives have a fitted effect of over 50% in size
* marks the source's active call; other numbers are inactive results; i = inactive; u = inconclusive; x = not tested or not shown; & = joins results of further samples; [ ] = remark or other dose. Unless noted, calls come from the whole dose curve; as a rule, active = well fitted curve in the direction sought with a large enough effect; inconclusive = small, poorly fitted or top-dose-only effect, or another doubt; inactive = no such curve, though single readings can be large; an effect the other way counts as inactive or inconclusive. Potency is the fitted concentration of half-maximal effect. A portion of the library; the hit share may differ from the screen's.

| Tb PGK inh | Pin1 inh | RGS4 inhibitor | rTrxR1 inhibitor | HP1b chromo inh | GLS inhibitor | 12-LOX inh | ERG-DNA inh | JMJD2A Tudor | Compound |
| --- | --- | --- | --- | --- | --- | --- | --- | --- | --- |
| -2% | 4% | -4%[56.9 µM] | 19% | 79%[activator] | -15% | -5% | 1% | -14% | CC(C)(C)c1nnc2cccc(Cl)n12 |
| i | -1% | -28% | 16% | 39%[activator] | -7% | u | -1% | -1% | C=CCc1cc2c(oc(=O)c3ccccc32)c(C)c1O |
| i | 0% | -26% | 9%[57.1 µM] | 44%[activator] | 6% | 1% | -1% | 1% | O=C(COC(=O)c1ccccc1C(=O)c1ccccc1)NCCc1ccccc1 |
| i | 1% | -18% | 15% | 20% | -7% | 13% | 0% | 0% | COc1ccc(C)cc1NC(=O)CSc1nnc(CC(=O)Nc2ccccc2C)n1C |
| -2% | -5% | 11% | 11% | 6% | -1% | -10% | -1% | -16% | CCOC(=O)c1c(-c2ccccc2)csc1NC(=O)c1cc2ccccc2oc1=O |
| -3% | -8% | u | 14% | 25% | -1% | 16% | 19% | -29% | Cc1cccc(NC(=O)[C@H](Cc2ccccc2)NC(=O)[C@@H]2Cc3ccccc3CN2)c1 |
| -7% | 3% | -6%[11.4 µM] | -11% | 51%[activator] | 0% | -9% | -3% | -23%[11.4 µM] | O=C(Cc1ccccc1)Nc1nc2ccccc2s1 |
| 6% | -1% | 9% | 21%[57.1 µM] | 34% | 6% | -18% | -4% | 21% | CC(C)N(Cc1ccccc1)C(=S)NC1CCCCC1 |
| -1% | -1% | -14% | 22%[57.1 µM] | 45%[activator] | -5% | -7% | 5% | -20% | O=C(CN1CCC(C(=O)c2ccc(F)cc2)CC1)NCc1ccccc1F |
| 0% | 17% | 25% | 1% | 21% | 0% | -5% | 7% | -3% | NC(=O)C1CCN(c2oc(/C=C/c3ccc(F)cc3)nc2S(=O)(=O)c2ccccc2)CC1 |
| 7% | 2% | 25% | 8% | 6% | -3% | -18% | -1% | -13% | O=C1C2CC=CCC2C(=O)N1c1ncn[nH]1 (configuration not stated) |
| 10% | 5% | -52% | 14%[57.1 µM] | 71µM* | u | u | -4% | u | CCOC(=O)/C(=N/Nc1ccc(OC)cc1)N1CCCc2ccccc21 |
| -4% | 9% | 5% | 15% | 19% | 4% | -57% | 4% | -28% | Cc1ccc(-c2cc([C@H]3[C@@H]4C=CCC[C@@]4(C)C(=O)N3Cc3ccccc3)ccc2F)cc1 |
| 5% | -11% | -1% | 13%[57.1 µM] | 13% | -1% | -7% | -1% | -5% | CCc1cccc(N(C(=O)c2csnn2)C(C(=O)NC(C)(C)C)c2ccccn2)c1 (configuration not stated) |
| -6% | -5% | -9% | 28% | 18% | 1% | -21% | -2% | -12% | CCOc1ccc(CNC(=O)CSc2cc(=O)n(CC)c3ccccc23)cc1 |
| -5% | 0% | 13% | -1% | 27% | -3% | -2% | -2% | -12% | O=C(Cn1ncc2c3ccccc3n(Cc3ccccc3F)c2c1=O)NC1CC1 |
| -3% | -6% | u | 18%[57.1 µM] | -11% | -8% | -3% | 2% | 20µM* | O=C(COC(=O)Cc1ccccc1F)Nc1ccc(Cl)cn1 |
| -8% | 2% | 3% | 15% | 28% | 4% | 1% | 2% | -13% | Cn1cnnc1SCC(=O)Nc1ccc(S(=O)(=O)N2CCCC2)cc1 |
| -1% | -13% | 18% | 7%[57.1 µM] | -6% | -3% | -7% | 14% | u | COc1ccc(-c2nc(CN3CCN(c4ccccc4OC)CC3)c(C)o2)cc1 |
| 6% | -1% | 16% | -9% | -10% | -4% | 0% | 0% | u | CCOc1ccc(NC(=O)C2CCN(C(=O)N3CC(C)Oc4ccc(Cl)cc43)CC2)cc1 (configuration not stated) |
| 1% | -2% | u | 6%[57.1 µM] | 38% | 48%[activator] | -10% | 5% | -4% | COC(=O)c1cn(NC(=O)c2ccc([N+](=O)[O-])c(C)c2)c(=O)c2ccccc12 |
| 7% | 5% | 17% | 0%[57.1 µM] | 23% | -5% | -18% | -2% | -11% | CCc1ccccc1NC(=O)Cn1c(=O)nc(-c2ccccc2)c2ccccc21 |
| -8% | -11% | 14% | -9% | 36% | -4% | -3% | -3% | -18% | CCNC(=S)N(CCc1ccc(OC)c(OC)c1)Cc1cc2cc(OC)ccc2[nH]c1=O |
| i | 0% | 9% | 25% | 10% | 4% | 71%&-8%[activator] | 7% | -28% | CC(=O)c1c(C)[nH]c(C(=O)NCCc2ccc(Cl)cc2)c1C |
| x | 2% | -11% | 10%[57.1 µM] | 22% | 2% | 17% | -17% | -21% | O=C(N/N=C/C=C/c1ccccc1)C1CC1(c1ccccc1)c1ccccc1 (configuration not stated) |
| -2% | 40%[activator] | 9% | 73%[activator] | 72%[activator] | u | -2% | -4% | -31% | COc1ccc(C(=O)Nc2nc3cc4c(cc3s2)OCCO4)c(OC)c1 |
| -8% | 8% | -19% | 0% | 60%[activator] | 4% | 36%[activator] | 7% | -11% | O=C(NCCCO)c1nc2ccccc2s1 |
| i | 0% | 3% | 16%[57.1 µM] | 31% | 3% | u | -1% | -15% | O=C(Nc1ccc(Cl)c(C(F)(F)F)c1)C1CCCN(S(=O)(=O)c2cccc3cccnc23)C1 (configuration not stated) |
| x | 5% | 28% | -3% | 7% | -1% | -5% | x | 1% | N#C/C(=C/c1ccc(N2CCOCC2)c([N+](=O)[O-])c1)C(N)=O |
| 1% | -4% | 1% | 20% | 18% | 5% | -6% | 3% | -11% | CCOc1nc(-c2ccc(C)cc2)ccc1-c1noc(-c2ccccc2F)n1 |
| -2%&-2% | 3%&-3% | 10%&-3% | 6%[57.1 µM] | 32%&23% | 14%&2% | 22%&-11% | -2%&-1% | -8%&-10% | COc1ccc(S(=O)(=O)NCc2nc3nc(C)cc(C)n3n2)cc1 |
| -5% | 0% | -4% | -5% | 55%[activator] | 18% | u | 0% | -5% | CC(C)N(CCn1c(=S)[nH]c2ccccc2c1=O)C(C)C |
| -4% | -7% | 3% | 9% | 54%[activator] | -22% | 12% | 8% | -8% | CCn1nc(C)c(CNC(=O)C2CCC(=O)N(CCc3ccc(Cl)cc3)C2)c1C (configuration not stated) |
| -7% | -6% | 6% | 12% | 19% | 0% | 8% | -3% | -14% | O=C(NCCc1ccc(F)cc1)C1CCCO1 (configuration not stated) |
| -4% | -2% | 7% | 15%[57.1 µM] | 22% | -9% | -13% | 14% | -5% | Cc1ccc(NC(=O)COC(=O)CNC(=O)c2ccc(C)s2)cc1 |
| -8% | -7% | 9% | -5% | 23% | 6% | -17% | -9% | 0% | O=C(CSc1nc2ccccc2c(=O)n1-c1cccc(C(F)(F)F)c1)NC1CC1 |
| x | 4% | 2% | 14% | 17% | -4% | u | 1% | -25% | COc1ccc(Nc2oc(/C=C/c3ccccc3OC)nc2C#N)cc1 |
| -7% | -2% | -25% | 5% | u | -6% | u | -1% | 22µM* | O=[N+]([O-])c1ccc(N2CCN(Cc3ccncc3)CC2)cc1 |
| 4% | 2% | 25% | 13%[57.1 µM] | 14% | 4% | u | -2% | -3% | CC(=O)c1ccc(NC(=O)CSc2nc(=O)n(Cc3ccccn3)c3c2CCC3)cc1 |
| -2% | -3% | 18% | 18%[57.1 µM] | 33% | -2% | 8% | 14% | u | CC(C)(C)C(=O)Cn1ncc(N2CCOCC2)c(Cl)c1=O |
| -5% | -3% | -19% | -8% | 4% | 33%[activator] | -3% | -5% | -19% | Cc1ccccc1Nc1nnc(-c2ccc(C)c(S(=O)(=O)N3CCN(C)CC3)c2)c2ccccc12 |
| i | 1% | -16% | 23% | 84%[activator] | -1% | -1% | 9% | -17% | COc1ccc(-c2cc(CS(=O)(=O)c3ccccc3)on2)cc1 |
| -3% | -8% | 0% | 19% | 42%[activator] | -3% | 28% | -1% | 2% | CC(=O)N1CCN(C(=O)CCNS(=O)(=O)c2ccc(Br)cc2)CC1 |
| -6% | -8% | -11% | 22%[57.1 µM] | 22% | -2% | 10% | 5% | -3% | COc1ccc([N+](=O)[O-])cc1N(CC(=O)N1CCCCC1)S(C)(=O)=O |
| 7% | -9% | 17% | 6% | 50%[activator] | 8% | 4% | -6% | -14% | CC1(C)Cc2c(sc(NC(=O)COc3ccc(Cl)cc3)c2C(N)=O)C(C)(C)N1 |
| 0% | 3% | 7% | 12% | 33% | -10% | -11% | 9% | -5% | CCOC(=O)C1(Cc2ccc(Cl)cc2)CCN(C(=O)c2sc(C)nc2C)CC1 |
| x | u | 21% | 11% | 99%[activator] | -5% | -36% | -2% | 56%[activator] | CN(Cc1nc(-c2ccc(Cl)cc2)no1)S(=O)(=O)c1ccccc1 |
| -2% | 5% | u | 7%[57.1 µM] | 29% | 15% | -6% | 1% | -2%[11.4 µM] | C=CCN(c1ccccc1C(=O)O)S(=O)(=O)c1ccc(C)cc1 |
| -1% | u | -20% | 15%[57.1 µM] | 22% | -2% | u | 0% | -21% | Cc1ccc(C(=O)N2CCc3cc(CNC(=O)c4ccc(Br)cc4)ccc32)cc1 |
| 3% | -10% | -5%[56.9 µM] | 10% | 96%[activator] | 19% | 10% | -3% | u | CCOC(=O)C1CN(S(=O)(=O)c2ccc(OC)cc2)c2cc(Cl)ccc2O1 (configuration not stated) |
| -10%[11.5 µM] | -14% | 12% | -10% | 27% | 1% | 6% | x | -14% | Cc1ccc(S(=O)(=O)N2CCC(O)(c3cccnc3)CC2)cc1 |
